GPR55 LPI antagonism: GPR55 antagonists blocking LPI-driven arrestin recruitment, primary screen, imaging, U2OS, beta-arrestin-GFP, LPI agonist (AID 2013); G-protein coupled receptor 55 (Homo sapiens); U2OS GPR55 beta-arrestin-GFP translocation imaging, LPI antagonism; higher % means a stronger effect; inhibition, % at 10 µM; hits with a dose series show IC50 in µM; hit rate 0.13% among 290,000;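 active means spots per cell inhibited over 60%, with over 100 cells counted and total cytoplasm intensity under 500,000; inconclusive means wells with under 100 cells, flagged as likely toxic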;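 further: U2OS cells stably carrying GPR55 and arrestin-GFP stimulated by 5 µM LPI near EC80; imaged beta-arrestin-GFP aggregate spots per cell after agonist stimulation; plate controls were LPI-stimulated DMSO wells for no effect and DMSO wells without LPI for full effect; some results filed as inactive read as strong as hits; confirmed hits need IC50 under 10 µM and bright autofluorescent wells are also inconclusive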
GPR35 antagonists: GPR35 antagonists blocking zaprinast-driven arrestin recruitment, primary screen, imaging, U2OS, beta-arrestin-GFP, zaprinast agonist (AID 2058) | G-protein coupled receptor 35 (Homo sapiens) | U2OS GPR35 beta-arrestin-GFP translocation imaging, zaprinast antagonism; higher % means a stronger effect | one-dose inhibition, % at 10 µM; IC50 in µM for titrated hits | hit rate 0.052% among 290,000;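 active means inhibition of at least 50% with at least 30 cells and total cytoplasm GFP at most 10,000,000; inconclusive means under 30 cells or total GFP of 10,000,000 plus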
HIV peptide binding: inhibitors of HIV fusion peptide binding, primary screen, biochemical, uHTS, fluorescence dequenching (AID 1986); hit rate 0.3% among 290,000; cell-free peptide binding, fluorescence dequenching, 30 min; higher % means a stronger effect; one-dose inhibition, % at 20 µM; IC50 in µM for titrated hits; in the data active means inhibition mostly above about 52%, no sharp cut-off; inactive means mostly below about 76%; further: some results filed as inactive read as strong as hits
NOD1 NF-kB reporter: NOD1 signaling inhibitors, primary screen, cell-based, luminescence, uHTS (AID 1578). NOD1-driven NF-kB luciferase reporter cells, luminescence; higher % means a stronger effect. hit rate 1% among 290,000. inhibition, % at 4 µM, or EC50 in µM where a hit was titrated; in the data active means inhibition mostly above about 36%, no sharp cut-off; inactive means mostly below about 34%;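 further: HEK-293T reporter cells stimulated with the NOD1 agonist gamma-tri-DAP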
GPR55 beta-arrestin: GPR55 agonists via beta-arrestin recruitment, primary screen, imaging, U2OS cells, beta-arrestin-GFP redistribution (AID 1961); G-protein coupled receptor 55 (Homo sapiens); U2OS GPR55 beta-arrestin-GFP redistribution imaging; higher % means a stronger effect; one-dose activation, % at 10 µM; EC50 in µM for titrated hits; hit rate 0.048% among 290,000;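 active means activation above 40% with more than 50 cells counted in the well; inconclusive means wells holding fewer than 50 cells, flagged as toxic or sparse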;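 further: U2OS osteosarcoma cells stably expressing GPR55 and beta-arrestin-GFP; plate controls were DMSO negative control for no effect and LPI positive control for full effect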
KOR beta-arrestin-1: KOR agonists, beta-arrestin recruitment, primary screen, cell-based, luminescence, uHTS (AID 1777); Kappa-type opioid receptor (Homo sapiens); KOR beta-arrestin recruitment, luminescence; higher % means a stronger effect; activation, % at 10 µM, or EC50 in µM where a hit was titrated; hit rate 0.02% among 280,000; in the data active means activation above about 50%, passing the limit was not always enough; further: a part of the inactive calls stands beside numbers as strong as those of hits
NS5 inhibitors: Dengue-2 NS5 methyltransferase inhibitors, primary screen, biochemical, confirmation dose response (AID 588689); Dengue-2 NS5 methyltransferase capping enzyme assay, biochemical; higher % means a stronger effect; inhibition, % at 25 µM; hits with a dose series show IC50 in µM; hit rate 0.3% among 340,000; in the data active means a potency from the dose series; inconclusive means inhibition above about 29% without an active follow-up result
KOR beta-arrestin-2: KOR antagonists, beta-arrestin recruitment, cell-based, luminescence, uHTS (AID 1778). Kappa-type opioid receptor (Homo sapiens). KOR beta-arrestin recruitment, luminescence, antagonist mode; higher % means a stronger effect. inhibition, % at 10 µM; hits with a dose series show IC50 in µM. hit rate 0.091% among 290,000; in the data active means inhibition above about 50%; further: strong numbers were not always called active
West Nile antiviral: West Nile virus antiviral activity, cell-based, CPE readout (AID 1621) | West Nile virus-infected cells, CPE inhibition; higher % means a stronger effect | CPE inhibition, % at 10 µM, or IC50 in µM where a hit was titrated | hit rate 0.02% among 290,000; in the data active means a potency from the dose series; inconclusive means CPE inhibition mostly from about 3.7% at the one dose, without a potency; inactive means the rest, 99 in 100 with CPE inhibition below about 2.2%; further: strong numbers were not always called active
The depositor's hits bear a star; [ ] = remark or other dose.

COc1cccc(-c2nc(-c3ccccc3)[nH]c(=O)c2C#N)c1 was read as GPR55 LPI antagonism 16%, GPR35 antagonists 8%, HIV peptide binding 20%, NOD1 NF-kB reporter 18%, GPR55 beta-arrestin 0.2%, KOR beta-arrestin-1 0.2%, NS5 inhibitors -6% and KOR beta-arrestin-2 -14%.
Screening Cc1nn(Cc2ccc(F)cc2)c(C)c1NC(=O)c1cnn2c1NC(c1cccs1)CC2C(F)(F)F (stereo unspecified) returned GPR55 LPI antagonism 28%, GPR35 antagonists 1%, HIV peptide binding -1.6%, NOD1 NF-kB reporter -14%, GPR55 beta-arrestin -0.1%, KOR beta-arrestin-1 1.9%, NS5 inhibitors -4%, KOR beta-arrestin-2 4% and West Nile antiviral 1.4%.
`CCc1nc2ccccc2c(C(=O)NCc2ccc(OC)cc2)c1C` gave GPR55 LPI antagonism 14%, GPR35 antagonists -1%, HIV peptide binding -0.4%, NOD1 NF-kB reporter -16%, GPR55 beta-arrestin 0.2%, KOR beta-arrestin-1 -3.5%, NS5 inhibitors -6%, KOR beta-arrestin-2 7% and West Nile antiviral 0.7%.
For COC(=O)c1ccccc1NC(=O)CSc1n[nH]c(CC(C)C)n1 the results were GPR55 LPI antagonism -2%, GPR35 antagonists 10%, HIV peptide binding -1.6%, NOD1 NF-kB reporter -11%, GPR55 beta-arrestin -0.4%, KOR beta-arrestin-1 0.8%, KOR beta-arrestin-2 4% and West Nile antiviral 0.1%.
CC1CCN(Cc2c(C(=O)N/N=C/c3ccccc3O)nnn2-c2nonc2N)CC1 was read as GPR55 LPI antagonism 10%, GPR35 antagonists 0%, HIV peptide binding -1.6%, NOD1 NF-kB reporter -52%, GPR55 beta-arrestin -0.2%, KOR beta-arrestin-1 -2.3%, NS5 inhibitors -5%, KOR beta-arrestin-2 -6% and West Nile antiviral inconclusive.
Screening O=C(Nc1ccccc1)Oc1ccc[nH]c1=O returned GPR55 LPI antagonism 7%, GPR35 antagonists 23%, HIV peptide binding -1.0%, NOD1 NF-kB reporter -1%, GPR55 beta-arrestin 0.3%, KOR beta-arrestin-1 -1.2%, NS5 inhibitors 0%, KOR beta-arrestin-2 4% and West Nile antiviral 0.3%.
`Cc1cccc(C)c1NC(=O)Cn1cnc2c(=O)n(C)c(=O)n(C)c21` gave GPR55 LPI antagonism 24%, GPR35 antagonists -1%, HIV peptide binding 1.5%, NOD1 NF-kB reporter -11%, GPR55 beta-arrestin 0.2%, NS5 inhibitors 0% and West Nile antiviral 0.3%.
Cc1nc2cc(N)ccc2n1-c1ccccc1 was read as GPR55 LPI antagonism -1%, GPR35 antagonists -4%, HIV peptide binding -3.5%, NOD1 NF-kB reporter -25%, GPR55 beta-arrestin -0.5%, KOR beta-arrestin-1 -5.1%, NS5 inhibitors -4%, KOR beta-arrestin-2 16% and West Nile antiviral -0.1%.
Screening O=C(NCC1CCCO1)c1cccc(S(=O)(=O)NCc2ccccc2)c1 (stereo unspecified) returned GPR55 LPI antagonism 9%, GPR35 antagonists 5%, HIV peptide binding -0.4%, NOD1 NF-kB reporter -14%, GPR55 beta-arrestin 0.1%, KOR beta-arrestin-1 -1.9%, NS5 inhibitors -5%, KOR beta-arrestin-2 3% and West Nile antiviral 1.1%.
`CCOC(=O)C1(CC2CC2)CCN(Cc2cnc(-c3ccccc3C)nc2)CC1` gave GPR55 LPI antagonism 2%, GPR35 antagonists 2%, HIV peptide binding -1.1%, NOD1 NF-kB reporter -15%, GPR55 beta-arrestin 0.0%, KOR beta-arrestin-1 2.1%, NS5 inhibitors -5%, KOR beta-arrestin-2 -28%[20 µM] and West Nile antiviral -1.8%.
Screening O=C(COc1ccc(Br)cc1Br)NC(=S)N1CCCc2ccccc21 returned GPR55 LPI antagonism 15%, GPR35 antagonists 0%, HIV peptide binding 1.7%, NOD1 NF-kB reporter -17%, GPR55 beta-arrestin 0.2%, KOR beta-arrestin-1 4.5%, NS5 inhibitors 0%, KOR beta-arrestin-2 -43% and West Nile antiviral -0.4%.
`CC(=O)c1c(C)[nH]c(C(=O)Nc2cc(F)ccc2C)c1C` gave GPR55 LPI antagonism -3%, GPR35 antagonists -2%, HIV peptide binding -0.9%, NOD1 NF-kB reporter -13%, GPR55 beta-arrestin 0.2%, KOR beta-arrestin-1 -1.8%, NS5 inhibitors -3%, KOR beta-arrestin-2 -28% and West Nile antiviral 0.1%.
For Cc1nc2cc(NS(=O)(=O)c3cccc(F)c3)ccc2s1 the results were GPR55 LPI antagonism 4%, GPR35 antagonists -3%, HIV peptide binding 0.1%, NOD1 NF-kB reporter -25%, GPR55 beta-arrestin 0.6%, NS5 inhibitors -17%, KOR beta-arrestin-2 29%[20 µM] and West Nile antiviral 0.1%.
Cc1cccc(OCC(=O)NCCNC(=O)c2ccncc2)c1 was read as GPR55 LPI antagonism -9%, GPR35 antagonists -4%, HIV peptide binding 1.4%, NOD1 NF-kB reporter 11%, GPR55 beta-arrestin 1.0%, KOR beta-arrestin-1 -0.8%, NS5 inhibitors -7%, KOR beta-arrestin-2 -6% and West Nile antiviral -0.1%.
`Nc1ccc(C(=O)OCc2csc(-c3ccccc3)n2)cc1[N+](=O)[O-]` gave GPR55 LPI antagonism -8%, GPR35 antagonists -6%, HIV peptide binding -0.4%, NOD1 NF-kB reporter -27%, GPR55 beta-arrestin 0.7%, KOR beta-arrestin-1 18%, NS5 inhibitors 0%, KOR beta-arrestin-2 -35% and West Nile antiviral inconclusive.
O=C(O)CCn1nnc(-c2ccccc2)n1 was read as GPR55 LPI antagonism -10%, GPR35 antagonists 1%, HIV peptide binding -0.2%, NOD1 NF-kB reporter -30%, GPR55 beta-arrestin -0.6%, KOR beta-arrestin-1 -1.6%, KOR beta-arrestin-2 -1% and West Nile antiviral 0.5%.
For CCC(C)(C)C1CCC(=NNc2nc3ccccc3[nH]2)CC1 (stereo unspecified) the results were GPR55 LPI antagonism 12%, GPR35 antagonists 1%, HIV peptide binding -1.4%, NOD1 NF-kB reporter -24%, GPR55 beta-arrestin -0.3%, KOR beta-arrestin-1 0.5%, NS5 inhibitors -1%, KOR beta-arrestin-2 38% and West Nile antiviral -0.8%.
For CC1CCCN(C(=S)SCC(=O)c2cc(Br)cc(Br)c2O)C1 (stereo unspecified) the results were GPR55 LPI antagonism 5%, GPR35 antagonists 2%, HIV peptide binding 60%, NOD1 NF-kB reporter -4%, GPR55 beta-arrestin -0.1%, NS5 inhibitors -5%, KOR beta-arrestin-2 -49%[20 µM] and West Nile antiviral -0.5%.
Cc1ccccc1C(=O)N1CCN(c2ccc(NC(=O)c3cccnc3)cc2)CC1 was read as GPR55 LPI antagonism 10%, GPR35 antagonists 15%, HIV peptide binding -0.1%, NOD1 NF-kB reporter 1%, GPR55 beta-arrestin -0.3%, KOR beta-arrestin-1 -4.1%, NS5 inhibitors 3%, KOR beta-arrestin-2 -2% and West Nile antiviral -0.5%.
`COc1ccc(CC(=O)Nc2ccc3c(c2)CCC3)cc1S(=O)(=O)N1CCOCC1` gave GPR55 LPI antagonism -4%, GPR35 antagonists -6%, HIV peptide binding 0.7%, NOD1 NF-kB reporter 13%, GPR55 beta-arrestin -0.1%, KOR beta-arrestin-1 1.7%, NS5 inhibitors 0%, KOR beta-arrestin-2 8% and West Nile antiviral -0.2%.
Screening OCCN(CCO)c1ccc(C(c2ccc(Cl)cc2)c2ccc(N(CCO)CCO)cc2Cl)c(Cl)c1 returned GPR55 LPI antagonism 14%, GPR35 antagonists -5%, HIV peptide binding 6.8%, NOD1 NF-kB reporter -24%, GPR55 beta-arrestin -0.1%, KOR beta-arrestin-1 3.5%, NS5 inhibitors 2%, KOR beta-arrestin-2 -12% and West Nile antiviral inconclusive.
Screening Cc1ccc2cccc(Oc3nnnn3-c3ccccc3)c2n1 returned GPR55 LPI antagonism 2%, GPR35 antagonists -5%, HIV peptide binding -1.8%, NOD1 NF-kB reporter 6%, GPR55 beta-arrestin 0.2%, KOR beta-arrestin-1 -0.8%, NS5 inhibitors 2%, KOR beta-arrestin-2 15% and West Nile antiviral -0.4%.
For CCCCCc1ccc(-c2ccc(/C=C/C(=O)O)cc2)nc1 the results were GPR55 LPI antagonism -2%, GPR35 antagonists 23%, HIV peptide binding 22%, NOD1 NF-kB reporter -28%, GPR55 beta-arrestin -0.1%, KOR beta-arrestin-1 9.3%, NS5 inhibitors 1%, KOR beta-arrestin-2 14% and West Nile antiviral -0.8%.
For O=[N+]([O-])c1ccc(OCc2cn([C@@H](CO)c3ccccc3)nn2)c(Br)c1 the results were GPR55 LPI antagonism 2%, GPR35 antagonists 14%, HIV peptide binding -0.1%, NOD1 NF-kB reporter -4%, GPR55 beta-arrestin -0.1%, NS5 inhibitors -2%, KOR beta-arrestin-2 -5% and West Nile antiviral 0.3%.
For Cc1cc(C)cc(OCC(=O)N/N=C/c2ccc([N+](=O)[O-])o2)c1 the results were GPR55 LPI antagonism 3%, GPR35 antagonists -8%, HIV peptide binding 36%, NOD1 NF-kB reporter 13%, GPR55 beta-arrestin -0.4%, KOR beta-arrestin-1 -1.1%, NS5 inhibitors -9%, KOR beta-arrestin-2 -16% and West Nile antiviral -0.4%.
Screening CCC(=O)N(NC1=NS(=O)(=O)c2ccccc21)S(=O)(=O)c1ccc(C)cc1 returned GPR55 LPI antagonism -6%, GPR35 antagonists -15%, HIV peptide binding 0.4%, NOD1 NF-kB reporter -7%, GPR55 beta-arrestin -0.1%, KOR beta-arrestin-1 2.6%, NS5 inhibitors 5%, KOR beta-arrestin-2 -28% and West Nile antiviral 0.2%.
For O=C(NC1CCCCC1)C(c1ccco1)N(Cc1cccnc1)C(=O)C1COc2ccccc2O1 (stereo unspecified) the results were GPR55 LPI antagonism 14%, GPR35 antagonists 14%, HIV peptide binding 4.4%, NOD1 NF-kB reporter -8%, GPR55 beta-arrestin 0.2%, KOR beta-arrestin-1 -0.1%, NS5 inhibitors 2%, KOR beta-arrestin-2 27% and West Nile antiviral -0.5%.

A stretch from further up, for reference:
Screening CCC(=O)N(NC1=NS(=O)(=O)c2ccccc21)S(=O)(=O)c1ccc(C)cc1 returned GPR55 LPI antagonism -6%, GPR35 antagonists -15%, HIV peptide binding 0.4%, NOD1 NF-kB reporter -7%, GPR55 beta-arrestin -0.1%, KOR beta-arrestin-1 2.6%, NS5 inhibitors 5%, KOR beta-arrestin-2 -28% and West Nile antiviral 0.2%.
For O=C(NC1CCCCC1)C(c1ccco1)N(Cc1cccnc1)C(=O)C1COc2ccccc2O1 (stereo unspecified) the results were GPR55 LPI antagonism 14%, GPR35 antagonists 14%, HIV peptide binding 4.4%, NOD1 NF-kB reporter -8%, GPR55 beta-arrestin 0.2%, KOR beta-arrestin-1 -0.1%, NS5 inhibitors 2%, KOR beta-arrestin-2 27% and West Nile antiviral -0.5%.

This is a subset; rates above refer to the full screens.
